From PubChem BioAssay
DENV2 CPE: inhibitors of DENV2 cytopathic effect; DENV2-infected cells, cytopathic effect rescue, plate reader; CPE inhibition, % at 9.99 µM; hit rate 1.7% among 350,000; in the data active means CPE inhibition above about 20%, passing the limit was not always enough; inconclusive means no clear call, values can overlap the other calls; tested in BHK-21 cells;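 further: 0% = median of neutral control wells and 100% = median of positive control wells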
F508del corr: CFTR F508del correction in bronchial cells | CFBE cells, YFP halide quenching; stimulated with forskolin plus potentiator P3; % fluorescence drop versus neutral controls | activity (quench increase), % at 7.58 µM | hit rate 0.36% among 350,000;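 active means mean added fluorescence quench of at least 8% versus neutral control, with both replicates also reaching 8%; inconclusive means only one of the mean or replicate conditions met; inactive means mean below 8% and not both replicates reaching 8%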;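 further: cells transiently co-express mutant CFTR-F508del with the halide-sensitive YFP; corrector assay measuring rescue of mutant channel to the surface after 24 h compound exposure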
EWS-Fli block: EWS/Fli transcriptional activity inhibition | inhibition, % at 12.6 µM | hit rate 0.67% among 350,000 | A673 NR0B1-luciferase reporter, viability-normalised;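 active means mean inhibition of at least 50% after viability correction, with every replicate also passing that limit; inconclusive means mean reaches 50% but only one of two replicates passes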;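 further: firefly luciferase signal divided by Alamar Blue viability fluorescence both relative to DMSO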
PAX8 inh HTS: PAX8 transcriptional activity inhibition; hit rate 1.2% among 360,000; RMG-I TPO-luciferase reporter, SteadyGlo, 24 h; AID 652154; inhibition, % at 12.6 µM;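 active means mean replicate inhibition at least 60% with every replicate also reaching 60%; inconclusive means only one of the two criteria is met; inactive means mean below 60% and not all replicates reaching 60%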;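 further: luciferase light reporting Pax8 driven TPO promoter activity; plate controls were median of neutral control wells for no effect and mitoxantrone controls for full effect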
INS-1E GSIS act: GLuc luminescence reporter in INS-1E cells, primary screen for activators of glucose-dependent secretion of insulin. INS-1E GLuc reporter insulin secretion, 2-3 h. activation, % at 16.6 µM. hit rate 0.61% among 370,000;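 active means lowest replicate activation of at least 40%, so every replicate reaches that level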;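 further: 0% = median of neutral control wells and 100% = median of IBMX positive control wells; some compounds called inactive have numbers as strong as hits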
FN deposit inh: fibronectin deposition inhibition | AH1F fibroblasts, Alexa488-fibronectin deposition fluorescence, overnight | inhibition, % at 12.6 µM | hit rate 0.086% among 350,000 | AID 743247;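 active means mean inhibition across replicates of 30% or more, regardless of how many single replicates reach that level; inconclusive means mean under 30% yet at least half of replicates reach 30%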;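 further: positive control wells lacked labelled fibronectin entirely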
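Test system: AH1F fibroblast monolayer depositing Alexa488-labelled fibronectin into matrix. Input: 10000 cells per well. Technique: fluorescence, ex 485 nm, em 525 nm. Buffer or medium: DMEM plus 2% serum, read in PBS. Timing: 1 h cell adhesion before compound, then overnight fibronectin incubation. Compound: single dose, pinned. Read-out basis: inhibition from reduced deposited-fibronectin fluorescence.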
miR-122 sensor: blocks miR-122 activity in Huh7 sensor cells. Huh7 miR-122 Renilla luciferase sensor, 48 h; neutral wells = 0, positive control = 100. hit rate 0.3% among 340,000. activation (reporter increase), % at 12.5 µM;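 active means mean replicate activation score at least 90 and every replicate individually at or above 90; inconclusive means only one of the two criteria met; inactive means neither criterion met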;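 further: higher luciferase means less miR-122 activity so hits act as miR-122 inhibitors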
The depositor's hits bear a star; ? = inconclusive; / = not tested or not shown; [ ] = another dose, or the depositor's remark.

molecule,DENV2 CPE,F508del corr,EWS-Fli block,PAX8 inh HTS,INS-1E GSIS act,FN deposit inh,miR-122 sensor
Cc1ccc(NC(=O)N(Cc2cc3cc(C)cc(C)c3[nH]c2=O)CC2COCCO2)cc1 (centres undefined),/,/,/,21,4,0,-7
O=C(N/N=C/c1cnc(N2CCCCC2)s1)c1ccc(Cl)cc1,-3,-1.9,12,12,1,11,/
O=C(CN1C(=O)NC2(CCCCCC2)C1=O)Nc1cccc(F)c1,2,-0.6,-2,8,-4,6,-4
O=C(NCC[C@H]1CC[C@H](NC(=O)c2cccnc2)[C@H](CO)O1)Nc1ccc(F)cc1,-1,2.4,0,1,-4,/,/
CCC1C(=O)C[C@H]2CCN3C(=O)CCCC1C23 (some centres undefined),0,-1.2,4,-17,6,/,4
C=CCOc1ccc(C2/C(=C(/O)c3ccc(OC)cc3)C(=O)C(=O)N2CCN2CCNCC2)cc1 (centres undefined),9,-2.5,-7,-4,-14,-6,/
O=c1[nH]c2ccccc2cc1CN(Cc1ccco1)S(=O)(=O)c1ccc(F)cc1,-4,-1.5,/,6,4,3,-3
Cc1cc(-c2ccccc2)n(-c2ccc(C(N)=O)cc2)n1,/,/,9,5,28,/,/

molecule,DENV2 CPE,F508del corr,EWS-Fli block,PAX8 inh HTS,INS-1E GSIS act,FN deposit inh,miR-122 sensor
CCc1cccc(C)c1NC(=S)NCCc1c(C)[nH]c2ccc(C)cc12,?,3.6,13,31,-13,3,22
CC(=O)N[C@@H]1CC[C@@H](CCNC(=O)C2CCCCC2)O[C@@H]1CO,5,0.9,4,/,-6,/,/
O=[N+]([O-])c1ccc(F)c(N=Cc2ccc(Br)s2)c1,-4,-0.9,-1,8,12,-12,/
CCC(C)c1ccc(OCCn2cc(/C=N/NC(=O)CSc3nnc(C)s3)c3ccccc32)cc1 (centres undefined),/,/,/,5,/,-10,3
CC(C)CC#Cc1ccc2c(c1)O[C@@H](CN(C)S(=O)(=O)c1ccc(F)cc1)[C@@H](C)CN([C@H](C)CO)S2(=O)=O,/,-1.5,24,55,6,-3,-4[16.7 µM]
O=C(NCCN1CCOCC1)NC1(C(F)(F)F)Oc2ccccc2O1,/,/,/,-5,2,7,-1
O=C1CCc2cc(S(=O)(=O)Nc3ccccc3F)ccc2N1,-2,1.0,3,-17,2,7,-1
CO[C@@H]1CN(C)C(=O)c2ccc(NC(=O)c3cccc(F)c3)cc2OC[C@H](C)N(C(C)=O)C[C@@H]1C,34*,0.7,1,/,3,/,-16[16.7 µM]

molecule,DENV2 CPE,F508del corr,EWS-Fli block,PAX8 inh HTS,INS-1E GSIS act,FN deposit inh,miR-122 sensor
Cc1ccc(NC(=O)CN2C(=O)S/C(=C\c3ccc(C(=O)O)cc3)C2=O)cc1,6,1.4,9,22,8,1,-7
COc1ccccc1NC(=O)c1ccc[n+]([O-])c1,15,-2.1,-3,10,-2,3,-3
CN(C)CC(=O)c1c(N)n(Cc2ccccc2)c(=O)n(C)c1=O,-1,2.7,-1,5,10,-11,/
CCCNC(=O)N(C)C[C@@H]1Oc2cc(C3=CCCC3)ccc2S(=O)(=O)N([C@H](C)CO)C[C@@H]1C,-4,-2.4,-4,-7,-8,/,/
Cc1ccccc1N(C(=O)CNC(=O)c1ccco1)C(C(=O)NC1CCCC1)c1ccncc1 (centres undefined),10,-2.8,-39,-16,13,-9,9
O=C(c1ccc(F)cc1)C1CCN(C(=S)NCC2CCCO2)CC1 (centres undefined),17,-2.5,1,-3,-21,-8,/
O=C(O)Cc1sc(Nc2cccc3ccccc23)nc1-c1ccc(F)cc1,0,-1.6,9,-7,/,4,/
CC(=O)Nc1cccc(Nc2nc(-c3cccs3)nc3ccccc23)c1,8,-0.7,-1,-15,12,-2,3

Record cards, from the list above. Order of values: DENV2 CPE | F508del corr | EWS-Fli block | PAX8 inh HTS | INS-1E GSIS act | FN deposit inh | miR-122 sensor
Entry for O=C(c1ccc(F)cc1)C1CCN(C(=S)NCC2CCCO2)CC1 (centres undefined) → 17 | -2.5 | 1 | -3 | -21 | -8 | /
Entry for O=C(CN1C(=O)NC2(CCCCCC2)C1=O)Nc1cccc(F)c1 → 2 | -0.6 | -2 | 8 | -4 | 6 | -4

Other records:
molecule,DENV2 CPE,F508del corr,EWS-Fli block,PAX8 inh HTS,INS-1E GSIS act,FN deposit inh,miR-122 sensor
CO[C@@H]1CN(C)C(=O)c2cc(NC(=O)c3ccccc3F)ccc2OC[C@H](C)NC[C@@H]1C,-1,-0.5,-5,4,-2,-16,/
CC(C(=O)Nc1ccccc1)N(C)CCOc1ccccc1 (centres undefined),15,-2.5,-3,-4,-1,-3,/
Cn1c(=O)c2c(SCC(N)=O)nc(CC(C)(C)C)nc2n(C)c1=O,-4,6.3,6,3,/,-1,-2
O=C(Nc1ccc2c(c1)OCO2)N[C@H]1CC[C@@H](CCNC(=O)C2CCOCC2)O[C@H]1CO,?,0.2,0,/,0,11,/
CO[C@H]1CN(C)C(=O)c2ccc(NC(C)=O)cc2OC[C@@H](C)N(C(=O)C2CCCCC2)C[C@@H]1C,7,0.7,-5,10,14,16,2[16.7 µM]
O=C(NCc1ccccc1)c1cc2ccccc2oc1=O,3,2.9,-42,-54,/,1,3
C[C@H](CO)N1C[C@H](C)[C@H](CN(C)S(=O)(=O)c2ccccc2)OCCCC[C@H](C)Oc2ccc(NC(=O)NC3CCCCC3)cc2C1=O,-6,-5.3,8,34,-52,-17,-1[16.7 µM]
C[C@@H]1CN([C@@H](C)CO)C(=O)Cc2cc(NC(=O)Nc3ccc4c(c3)OCO4)ccc2O[C@@H]1CN(C)C(=O)Nc1ccc(F)cc1,-2,0.5,-3,-1,3,/,1[16.7 µM]

molecule,DENV2 CPE,F508del corr,EWS-Fli block,PAX8 inh HTS,INS-1E GSIS act,FN deposit inh,miR-122 sensor
Clc1ccc(-c2csc(Nc3cccnc3)n2)cc1,11,-2.7,-68,-75,-3,9,/
CCOC(=O)c1cnc2cc(F)c(F)cc2c1N1CCN(C)CC1,-4,1.7,6,-18,-7,3,-8
CCCCC(=O)Nc1nnc(S(=O)(=O)N(CC)c2ccc(OC)cc2)s1,0,-2.6,0,10,-13,-6,-4
CS(=O)(=O)Nc1ccc(C(=O)N2CCN(c3ccccc3)CC2)cc1,1,0.2,-20,/,/,/,0
COCCNC(=O)c1cccc2c(-c3cccc(C(N)=O)c3)coc12,-2,-0.4,3,-22,-11,-2,-9
O=C(O)CCCCCCCCCC[n+]1ccccc1,3,-1.6,0,0,92*,-44,4
O=C(NCc1ccco1)c1cccc(-c2ccc3nccn3c2)c1,0,2.2,-2,4,3,0,-3
N/C(=N\NC(=O)Nc1ccc(Cl)cc1)c1ccccn1,-1,1.1,-54,-80,6,3,0

2 compounds from above with just INS-1E GSIS act and EWS-Fli block:
| SMILES | INS-1E GSIS act | EWS-Fli block |
| --- | --- | --- |
| Clc1ccc(-c2csc(Nc3cccnc3)n2)cc1 | -3 | -68 |
| N/C(=N\NC(=O)Nc1ccc(Cl)cc1)c1ccccn1 | 6 | -54 |

Following part.
molecule,DENV2 CPE,F508del corr,EWS-Fli block,PAX8 inh HTS,INS-1E GSIS act,FN deposit inh,miR-122 sensor
Cc1nnc(C)c2c(C)n(-c3ccc(Cl)c(N)c3)c(C)c12,8,0.9,-4,1,6,-2,0
Cc1ccc(CSCCNC(=O)CSc2ccccc2)cc1,15,1.9,0,-12,-10,3,-7
Cc1cc(C)c(S(=O)(=O)N2CCN(C(=O)C3CC3)CC2)c(C)c1,-5,2.0,8,6,7,8,-2
O=S1(=O)c2ccc(Br)cc2OCCC2CCCCN21 (centres undefined),-4,-3.6,-4,-13,7,-6,/
O=C(Nc1ccc2c(c1)nc1n2CCN(Cc2ccccc2)C1)c1cccs1,/,/,/,/,-1,-7,3
COc1ccc(-c2c(C(F)(F)F)nn(C)c2NC(=O)c2cccnc2)cc1,-4,0.3,5,-10,-8,1,-4
O=C1C=CC(=O)N1c1ccccn1,9,0.9,4,-5,-19,/,-2
O=C(NC(NCC1CCCO1)C(Cl)(Cl)Cl)c1cccc2ccccc12 (centres undefined),/,/,/,8,/,3,-3

molecule,DENV2 CPE,F508del corr,EWS-Fli block,PAX8 inh HTS,INS-1E GSIS act,FN deposit inh,miR-122 sensor
O=C1C(=O)N(CCN2CCOCC2)C(c2cccc(Cl)c2)/C1=C(/O)c1ccc2c(c1)OCO2 (centres undefined),-1,-0.2,/,1,3,/,/
CC(=O)N1[C@@H]2c3ccc(-c4ccccc4)c(=O)n3C[C@@H]2[C@@H](CO)[C@@H]1C(=O)NCc1ccccc1F,/,0.5,0,-4,15,/,1[16.7 µM]
CCCCCCCCCCOC(=O)c1csc2nnsc12,/,/,/,1,7,/,-7
Cc1ccc(S(=O)(=O)NCCc2ccccc2)cc1,/,/,/,-24,/,4,62
COCC(=O)N1C[C@@H]2[C@H](c3ccccc31)[C@H](CO)N2C(=O)C1CCCC1,-5,2.2,-2,0,4,/,20[16.7 µM]
COc1ccc(Nc2c(-c3ccc(F)cc3)nc3nc(C)cc(C)n23)cc1,2,0.4,2,2,4,-1,/
C[C@@H]1ON(C)[C@H]2C[C@H]3c4cc(-c5cc6ccccc6o5)ccc4CCN3C[C@@H]12,9,-0.3,-95,-123,-9,-4,/
CC(C)NC(=O)N1CC2(C1)[C@@H](c1ccccc1)[C@@H](CO)N2CCC(F)(F)F,-5,0.9,0,-9,-19,/,/

molecule,DENV2 CPE,F508del corr,EWS-Fli block,PAX8 inh HTS,INS-1E GSIS act,FN deposit inh,miR-122 sensor
CCC(C)(C(=O)NC1CCCC1)N(C(=O)CNC(C)=O)c1ccc(C)cc1 (centres undefined),/,/,/,-8,/,7,-5
COc1cn(-c2ccccc2)nc1C(=O)NCc1ccc(C)cc1,9,-2.8,-4,0,/,6,-13
O=C(Nc1ccc(Cl)c([N+](=O)[O-])c1)ONC1=NCCCCC1,/,1.4,8,12,-19,-7,-4
CO[C@H]1CN(C)C(=O)c2cc(NC(=O)NC(C)C)ccc2OC[C@H](C)N(C(=O)NC(C)C)C[C@H]1C,-2,/,0,-11,5,3,1[16.7 µM]
O=c1oc(-c2ccc(O)c(O)c2)cc2cc(O)cc(O)c12,-13,-1.0,?,/,6,/,-29

Compounds listed so far containing bromine:
molecule,DENV2 CPE,F508del corr,EWS-Fli block,PAX8 inh HTS,INS-1E GSIS act,FN deposit inh,miR-122 sensor
O=[N+]([O-])c1ccc(F)c(N=Cc2ccc(Br)s2)c1,-4,-0.9,-1,8,12,-12,/
O=S1(=O)c2ccc(Br)cc2OCCC2CCCCN21 (centres undefined),-4,-3.6,-4,-13,7,-6,/
